CAL PDZ FP-1: inhibitors of human CAL PDZ peptide binding | purified CAL PDZ, TMR-peptide fluorescence polarization, 1 h | Q9HD26 | inhibition, % at 24.9 µM | hit rate 0.92% among 300,000 | AID 602252;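 active = mean inhibition of at least 30% with at least half of replicates also reaching 30%; inconclusive = no clear call, values can overlap the other calls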;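 also: 0% = DMSO neutral control and 100% = excess unlabeled competitor peptide PRC23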
PKA-R2B activ: PKA-R2B complex activation; PKA-R2B holoenzyme dissociation, Cy5-IP20 fluorescence polarization; R2B truncated from residue 108, S112A mutant; 0% DMSO only, 100% 113 µM cGMP; activation, % at 11.4 µM; hit rate 0.079% among 340,000; AID 504700;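 active = activation above a cutoff set at the mean over all compounds plus 3 SD, cut at about 18% in these data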;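 also: higher means more holoenzyme dissociation and a rise in polarization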
CAL PDZ FP-2: human CAL PDZ-peptide interaction inhibition | AID 504414 | hit rate 0.02% among 330,000 | purified CAL PDZ, TMR-peptide fluorescence polarization, 1 h | inhibition, % at 20 µM;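 active = highest replicate inhibition of at least 40%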;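 also: plate controls were DMSO neutral control wells for no effect and unlabeled competitor peptide control wells for full effect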
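System: tagged CAL PDZ domain. Schedule: 1 h room-temperature incubation prior to read. Signal: fluorescence polarization (mP). Measure: percent inhibition from loss of millipolarization.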
Rtt109 HAT inh: C. albicans Rtt109 histone acetyltransferase inhibition. AID 540336. purified Rtt109/Vps75, ThioGlo CoA-SH fluorescence, 4 h. Q5AAJ8. inhibition, % at 34.9 µM. hit rate 0.16% among 330,000;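 active = inhibition of at least 50% in every replicate; inconclusive = best replicate reaches 50% inhibition but some replicates fall short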
Target sequence (Q5AAJ8 whole entry, looked up): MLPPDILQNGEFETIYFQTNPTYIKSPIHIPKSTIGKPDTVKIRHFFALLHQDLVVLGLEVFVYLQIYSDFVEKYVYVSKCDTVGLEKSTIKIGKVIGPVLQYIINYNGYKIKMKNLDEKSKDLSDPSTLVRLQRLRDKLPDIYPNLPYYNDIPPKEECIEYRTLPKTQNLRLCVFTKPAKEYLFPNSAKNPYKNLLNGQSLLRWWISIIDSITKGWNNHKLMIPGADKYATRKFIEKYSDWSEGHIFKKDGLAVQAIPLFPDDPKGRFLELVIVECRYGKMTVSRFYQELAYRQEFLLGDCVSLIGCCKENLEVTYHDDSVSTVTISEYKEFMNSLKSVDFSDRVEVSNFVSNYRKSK
DAGLB inh: diacylglycerol lipase beta (human) inhibition; Q8NCG7; HEK293T DAGLB membrane lysate, EnzChek fluorogenic substrate; inhibition, % at 5.17 µM; hit rate 0.059% among 340,000; in the data active = inhibition above about 34%;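 also: 0% = enzyme with vehicle and 100% = wells lacking enzyme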
RTF Ca sens inh: cardiac RTF calcium desensitization | P19429+P45379 | IANBD-labeled cardiac RTF, Ca2+ fluorescence | inhibition, % at 7.15 µM | hit rate 0.12% among 340,000 | AID 493244;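 active = inhibition above the mean inhibition of all tested compounds plus 3 SD, cut at about 17% in these data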;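 also: assay run at fixed EC70 calcium of 1.6 mM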
LANA DNA inh: inhibitors of KSHV LANA C-terminal domain DNA binding | MBP-C-LANA/FAM-LBS DNA binding, fluorescence polarization | inhibition, % at 9 µM | hit rate 0.078% among 340,000 | AID 504423;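 active = highest replicate inhibition at or above 60% at 9 µM, even if other replicates fall short; inactive = all replicates below 60% inhibition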;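 also: 0% = neutral control wells and 100% = 4 µM acridine orange control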
Keap1-Nrf2 PPI: inhibitors of human Keap1-Nrf2 protein-protein interaction. Q14145. Keap1 Kelch-Nrf2 peptide fluorescence polarization, 1536-well. inhibition, % at 9.4 µM. hit rate 0.15% among 340,000. AID 504523; in the data active = inhibition above about 12%; inconclusive = no clear call, values can overlap the other calls; inactive = below about 7.3%;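 also: human Keap1 Kelch domain with fluorescein labeled Nrf2 9mer peptide probe; 0% = neutral control wells and 100% = peptide positive control; higher means more block of Keap1 binding to Nrf2 peptide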
Target sequence (Q14145 whole entry, looked up, the tested form may be a part): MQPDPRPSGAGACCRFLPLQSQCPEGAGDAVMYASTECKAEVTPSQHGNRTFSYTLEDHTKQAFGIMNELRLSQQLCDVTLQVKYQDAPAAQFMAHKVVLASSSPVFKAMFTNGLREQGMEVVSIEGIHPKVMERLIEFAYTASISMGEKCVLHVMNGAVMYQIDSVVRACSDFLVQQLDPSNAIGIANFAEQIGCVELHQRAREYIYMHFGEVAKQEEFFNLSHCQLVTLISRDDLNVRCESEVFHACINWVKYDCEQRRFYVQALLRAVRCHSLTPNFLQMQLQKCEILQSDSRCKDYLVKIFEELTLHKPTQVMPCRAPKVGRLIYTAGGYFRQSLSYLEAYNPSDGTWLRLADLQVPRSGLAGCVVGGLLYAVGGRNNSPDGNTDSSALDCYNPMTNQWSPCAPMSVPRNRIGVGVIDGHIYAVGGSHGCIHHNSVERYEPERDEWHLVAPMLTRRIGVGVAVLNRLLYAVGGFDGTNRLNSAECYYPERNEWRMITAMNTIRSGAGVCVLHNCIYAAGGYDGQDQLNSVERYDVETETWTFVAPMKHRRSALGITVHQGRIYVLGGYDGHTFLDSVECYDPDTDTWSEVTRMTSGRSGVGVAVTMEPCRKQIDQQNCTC
RTF Ca sens act: increases calcium sensitivity of human cardiac regulated thin filaments. hit rate 0.24% among 340,000. AID 493008. activation, % at 7.2 µM. P19429+P45379. IANBD-labeled TnC RTF fluorescence at EC20 calcium; 0% EC20 calcium, 100% full calcium;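 active = activation above the mean over all tested compounds plus 3 SD, cut at about 30% in these data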;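 also: rise in fluorescence read as greater calcium sensitivity of cardiac thin filaments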
SR-BI DiI-HDL act: enhances SR-BI lipid uptake from DiI-HDL | activation, % at 12.5 µM | CHO ldlA[mSR-BI] cells, DiI-HDL uptake fluorescence, 3 h; 100 = double the neutral-control signal | hit rate 0.096% among 320,000;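 active = mean replicate activation of at least 60% and every replicate at or above 60%; inconclusive = mean or all-replicate condition met, but not both; inactive = mean below 60% and not all replicates reaching 60%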;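 also: 0% = median plate neutral-control signal and 100% = twice that signal; values of inactives mirror those of a sister screen read the other way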
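Test system: SR-BI-overexpressing, LDLR-lacking CHO cells; Medium: Ham's F12 with 0.5% BSA, HEPES 25 mM, pH 7.4; Schedule: 3 h, 37 °C; Technique: bottom-read fluorescence, 550/595 nm.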
Active calls of the source: *; u = inconclusive; x = no result given. Not a hit list; overall some 1.6% were active at least once.

SMILES | CAL PDZ FP-1 | PKA-R2B activ | CAL PDZ FP-2 | Rtt109 HAT inh | DAGLB inh | RTF Ca sens inh | LANA DNA inh | Keap1-Nrf2 PPI | RTF Ca sens act | SR-BI DiI-HDL act
CC(C)=CCCC(C)NC(=O)NC1CCCCC1 (centres undefined) | -4 | -2 | 0.0 | 9 | -2 | -1 | 1.2 | -3 | 2 | 9
COc1ccc(-c2noc(Cc3ccccc3OC)n2)cc1 | -1 | -10 | -0.4 | 4 | -11 | -4 | 0.2 | -2 | 3 | -29
Nc1nonc1C(=O)NCCNCc1cc(Br)ccc1OCc1ccccc1F | -4 | -8 | -2.2 | 3 | -2 | -3 | -0.6 | -2 | 1 | -8
Cc1cccc(C)c1NC(=O)C1C2C=CC(C2)C1C(=O)NCc1ccccn1 (centres undefined) | 2 | 8 | -1.4 | 5 | 2 | 4 | -1.6 | 2 | 3 | 32
CCc1ccc(C(=O)OCC(=O)c2c(N)n(CC(C)C)c(=O)n(C)c2=O)cc1 | -4 | -18 | -0.7 | 6 | 1 | -6 | -0.1 | 4 | 1 | -25
CN(C(=O)CC1C(=O)NCCN1Cc1ccccc1F)C1CCOCC1 (centres undefined) | -2 | 2 | -1.9 | 0 | -3 | 0 | 2.7 | -3 | -2 | 16
O=[N+]([O-])c1ccc(CCNc2cccc3ccccc23)c([N+](=O)[O-])c1 | 0 | 2 | 0.7 | -26 | 14 | -5 | -1.9 | 2 | -5 | -21
O/N=C/c1cn(-c2ccccc2)nn1 | -6 | -7 | -2.7 | 5 | -2 | -7 | -1.4 | -3 | 8 | 16
CCc1ccc(CN(C)CC(=O)Nc2sccc2C#N)cc1 | -1 | -11 | -3.6 | -6 | -8 | -7 | 1.4 | -6 | 1 | -9
CCCCn1c(N)c(N(CCOC)C(=O)c2cccc(S(=O)(=O)N(C)c3ccccc3)c2)c(=O)[nH]c1=O | 1 | -5 | -2.6 | -4 | 3 | -15 | 0.8 | -1 | -2 | -2
COC(=O)c1c(NC(C)=O)sc(C(=O)Nc2ccccc2)c1C | 5 | -9 | -2.5 | -8 | 0 | 1 | 0.9 | -4 | -1 | -40
CCOc1cc(/C=N/Nc2nc(C)cc(=O)[nH]2)ccc1O | -4 | -4 | 2.5 | 6 | -1 | -4 | -0.4 | -6 | -1 | -6
CCOC(=O)c1c(S(=O)(=O)NCC(=O)NCc2ccc(C)cc2)c(C)n(C)c1C | -2 | -10 | -2.2 | 14 | 0 | -14 | 0.3 | 1 | 3 | 3
c1cnc2ccc(C(c3nnnn3C3CCCCC3)N3CCCCC3)cc2c1 (centres undefined) | -9 | -7 | x | 17 | 3 | -3 | 0.1 | 1 | 1 | -49
O=C(OCCCN1CCCCC1)c1ccc(O)cc1 | -2 | -9 | x | -9 | -1 | -14 | 4.4 | -2 | 2 | 19

Sorted by value in Rtt109 HAT inh (highest first): 3 of the compounds above.
mol	Rtt109 HAT inh
CCOC(=O)c1c(S(=O)(=O)NCC(=O)NCc2ccc(C)cc2)c(C)n(C)c1C	14
CCCCn1c(N)c(N(CCOC)C(=O)c2cccc(S(=O)(=O)N(C)c3ccccc3)c2)c(=O)[nH]c1=O	-4
CCc1ccc(CN(C)CC(=O)Nc2sccc2C#N)cc1	-6

Copied from above for reference:
SMILES | CAL PDZ FP-1 | PKA-R2B activ | CAL PDZ FP-2 | Rtt109 HAT inh | DAGLB inh | RTF Ca sens inh | LANA DNA inh | Keap1-Nrf2 PPI | RTF Ca sens act | SR-BI DiI-HDL act
CCc1ccc(CN(C)CC(=O)Nc2sccc2C#N)cc1 | -1 | -11 | -3.6 | -6 | -8 | -7 | 1.4 | -6 | 1 | -9
CCCCn1c(N)c(N(CCOC)C(=O)c2cccc(S(=O)(=O)N(C)c3ccccc3)c2)c(=O)[nH]c1=O | 1 | -5 | -2.6 | -4 | 3 | -15 | 0.8 | -1 | -2 | -2

Record cards, as listed above. Order of values: CAL PDZ FP-1	PKA-R2B activ	CAL PDZ FP-2	Rtt109 HAT inh	DAGLB inh	RTF Ca sens inh	LANA DNA inh	Keap1-Nrf2 PPI	RTF Ca sens act	SR-BI DiI-HDL act
CN(C(=O)CC1C(=O)NCCN1Cc1ccccc1F)C1CCOCC1 (centres undefined) as listed: -2	2	-1.9	0	-3	0	2.7	-3	-2	16
COC(=O)c1c(NC(C)=O)sc(C(=O)Nc2ccccc2)c1C as listed: 5	-9	-2.5	-8	0	1	0.9	-4	-1	-40
O=C(OCCCN1CCCCC1)c1ccc(O)cc1 as listed: -2	-9	x	-9	-1	-14	4.4	-2	2	19
Nc1nonc1C(=O)NCCNCc1cc(Br)ccc1OCc1ccccc1F as listed: -4	-8	-2.2	3	-2	-3	-0.6	-2	1	-8

The listing continues.
SMILES | CAL PDZ FP-1 | PKA-R2B activ | CAL PDZ FP-2 | Rtt109 HAT inh | DAGLB inh | RTF Ca sens inh | LANA DNA inh | Keap1-Nrf2 PPI | RTF Ca sens act | SR-BI DiI-HDL act
CCC1SC(CC)C(=O)N(CC(=O)NCc2ccc(F)cc2)C1=O (centres undefined) | 3 | 2 | 0.0 | -8 | -1 | 2 | -0.3 | -6 | 0 | -5
O=C1OCCN1c1c(-c2ccccc2)c(-c2cccs2)nc2c(-c3ccccc3)cccc12 | -3 | 0 | -0.7 | -10 | -6 | -11 | -1.4 | -5 | 7 | 6
CS(=O)(=O)c1ccc(C(=O)OC2CCOC2=O)cc1[N+](=O)[O-] (centres undefined) | -4 | 1 | -3.1 | -2 | -5 | 3 | 1.5 | 9 | -3 | x
COC(=O)c1cc2ccsc2n1Cc1nc(-c2ccc(OC)cc2)oc1C | -2 | 3 | -2.8 | -4 | -12 | 1 | 0.6 | -12 | -1 | -52
CC1CCCC(NC(=O)COC(=O)CCSc2ccccc2)C1C (centres undefined) | -1 | -6 | -0.4 | 1 | -2 | -9 | -1.6 | -2 | 5 | 12
Cc1ccccc1NC(=O)NCC1CCCO1 (centres undefined) | 0 | -14 | 1.4 | -2 | -3 | 2 | 0.0 | 0 | 3 | 14
CC(C)CC(=O)N=C1SC2CS(=O)(=O)CC2N1CCc1ccccc1 (centres undefined) | -1 | -7 | -1.0 | 10 | -1 | -1 | -0.6 | -6 | -1 | 23
CCN1C(=O)[C@H]2[C@@H](c3ccc(C)cc3)N3C(=O)N(c4ccc(C)cc4)C(=O)[C@@]3(Cc3ccccc3)[C@H]2C1=O | -4 | -4 | -0.9 | 4 | 0 | -19 | -0.2 | -6 | 15 | 37
CCc1ccccc1NC(=O)C1CCN(C(=O)c2ccc([N+](=O)[O-])cc2)CC1 | -4 | -5 | -2.1 | 58* | -2 | 5 | -1.1 | 0 | -4 | -1
CCN(C(=O)COc1ccc(C)cc1OC)c1cccc2ccccc12 | -5 | 1 | -1.8 | -3 | 3 | -3 | -0.5 | 6 | -7 | 1
CC1CN(C(=O)COC(=O)CSc2ccc(C(N)=O)cc2[N+](=O)[O-])CC(C)O1 (centres undefined) | x | -7 | -0.3 | -8 | 4 | 6 | -0.9 | -1 | -1 | 26
CC(C)Cn1c(N)c(C(=O)COC(=O)c2ccc3ccccc3n2)c(=O)n(C)c1=O | -2 | -15 | -3.2 | 8 | 2 | 11 | 1.1 | -9 | 8 | -30
CCOC(=O)C(NCCc1ccccc1F)(NC(=O)CC)C(F)(F)F (centres undefined) | -2 | -7 | -0.6 | u | 1 | 2 | -1.2 | -1 | 1 | 20
Cc1ccc(NC(=O)C(C)Sc2n[nH]c(CNc3ccccc3)n2)cc1 (centres undefined) | 1 | -10 | -2.3 | 4 | 3 | -12 | 3.4 | -1 | 6 | x
COc1cc(/C=C/C(=O)NNC(=O)c2cccc(S(=O)(=O)N(C)C)c2)cc(OC)c1OC | -1 | -6 | -1.7 | -11 | 1 | -4 | 0.1 | -4 | -2 | -41
CCCc1cc(=O)n2nc(N3CCC(C(=O)Nc4cccc(C(C)=O)c4)CC3)sc2n1 | x | 2 | 0.6 | 7 | 0 | -15 | -0.4 | -5 | 3 | 1
Cc1ccc2c(N)c(C(=O)N(c3ccccc3)c3ccccc3)sc2n1 | -1 | -5 | -0.7 | 5 | -2 | -1 | 0.4 | -3 | -1 | 11
OCCN1CCN(c2ncnc3ccc(Br)cc23)CC1 | -4 | 0 | 1.1 | 3 | -1 | -3 | 0.0 | -1 | 2 | 8
CCCCC(=O)NC(=S)NNC(=O)c1ccc(Cl)cc1Cl | 0 | 16 | -1.6 | 12 | -3 | -4 | 2.1 | -5 | 1 | 16
O=S(=O)(c1ccc(Cl)cc1)N1CCC2(CC1)CO2 | -17 | -6 | -1.9 | 0 | -1 | -8 | -0.3 | 7 | 4 | -3
CCOC(=O)N=Nc1c(O)n(CC(=O)OC)c2ccccc12 | -1 | -6 | -1.9 | 7 | 1 | 1 | -0.2 | -5 | -1 | 17
Cc1csc(SCC(=O)NC2CCCCC2)n1 | -3 | -6 | 0.6 | -4 | -1 | 1 | 0.7 | 3 | -1 | 14
N#Cc1c2n(c3c(=O)n(Cc4ccccc4Cl)cnc13)CCCCC2 | -3 | 2 | -0.2 | -10 | -2 | -3 | -0.8 | -1 | 7 | 10
COc1ccc(NS(=O)(=O)c2ccc(O)c(C(=O)OCC(=O)NC(C)C3CC4CCC3C4)c2)cc1 (centres undefined) | -3 | -6 | -2.4 | 7 | -1 | 2 | 1.0 | -2 | -2 | 13
CCCc1ccc(S(=O)(=O)NCCc2ccncc2)cc1 | -6 | 10 | x | -1 | -2 | -8 | 1.4 | 2 | -4 | 8
CC(C)C[C@H](NC(=O)c1nc[nH]c1C(=O)NC1CCN(C(=O)OC(C)(C)C)CC1)C(=O)OCc1ccccc1 | -2 | -14 | -0.6 | 9 | -1 | -3 | -0.9 | 0 | -9 | 16
COc1ccc(C2C(C#N)=C(/N=C/N3CCN(C)CC3)OC3=C2C(=O)CC(C)(C)C3)cc1 (centres undefined) | -4 | -10 | -0.7 | 6 | 1 | -3 | 0.5 | -1 | 4 | 11
COc1cccc2cc(C(=O)NCCc3ccccc3)oc12 | 6 | -7 | -1.0 | 7 | -6 | -2 | -1.5 | -3 | 1 | 0
CCCCc1nc2ccccc2n1CC(=O)NN | -2 | 9 | -0.4 | -1 | -1 | -8 | -2.9 | -2 | 1 | 44
O=C(O)c1ccc(-c2nc(-c3ccccc3Cl)cs2)cc1 | -3 | 2 | -2.8 | 0 | 5 | 10 | 1.3 | 2 | 3 | 32
O=S(=O)(Cc1cc(-c2ccc(Cl)cc2)no1)c1ccccc1 | 1 | 2 | -0.5 | -2 | -4 | -7 | -0.2 | 3 | -5 | 8
COc1ccc(/C=C2\CCn3c2nc2cc(C(=O)O)ccc2c3=O)cc1OC | 11 | -4 | -3.2 | 0 | 0 | -1 | 1.8 | 4 | 3 | 21
